# SV40 large T antigen: SV40 large T antigen inhibitors, biochemical (AID 1903); SV40 large T antigen ATPase/helicase inhibition assay; higher % means a stronger effect; 310,000 tested, 0.39% active; inhibition, % at 20 µM, or IC50 in µM where a hit was titrated; in the data active = a potency from the dose series; inconclusive = inhibition mostly from about 32% at the one dose, without a potency; inactive = the rest, 99 in 100 with inhibition below about 32%; note: strong numbers were not always called active
# Salmonella PhoP GFP: PhoP-dependent GFP reporter repression – Salmonella Typhimurium, primary screen (AID 1863). one-dose inhibition, % at 50 µM; IC50 in µM for titrated hits. S. Typhimurium PhoP-regulated promoter GFP reporter, 4 h; higher % means a stronger effect. 300,000 tested, 0.16% active;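 active = inhibition over 29.93%, a cutoff 3 SD above the screen mean, later confirmed by dose response; inconclusive = inhibition over 29.93% but no dose response follow-up; inactive = inhibition at most 29.93% or unconfirmed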;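 note: 0% = low Mg2+ inducing control and 100% = high Mg2+ repressing control; strong numbers were not always called active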
# T cell HTS: modulates CD8 T cell binding to vesicles. calls only at 7 µM. 330,000 tested, 0.068% active. 2C CD8+ T cell-vesicle binding, flow cytometry; stronger effect = lower value. AID 2052;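 active = response, share of CD8 T cells binding vesicles, and their 90th percentile fluorescence all below set limits, cut at about 80% in these data, passing the limit was not always enough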
#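 System: murine 2C transgenic CD8+ T lymphocytes; also added: QL9-loaded Drosophila micro-vesicles; times: binding 1.5 h at 37 °C; measured by: flow cytometry, PE anti-B7-1 (FL2) versus Alexa647 anti-CD8 (FL8), PFA-fixed; control set: Peptide-free naked vesicles (low) and QL9 vesicles with 0.7% DMSO vehicle (high)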
# West Nile antiviral: West Nile virus antiviral activity, cell-based, CPE readout (AID 1621) | one-dose CPE inhibition, % at 10 µM; IC50 in µM for titrated hits | 290,000 tested, 0.02% active | West Nile virus-infected cells, CPE inhibition; higher % means a stronger effect; in the data active = a potency from the dose series; inconclusive = CPE inhibition mostly from about 3.7% at the one dose, without a potency; inactive = the rest, 99 in 100 with CPE inhibition below about 2.2%; note: strong numbers were not always called active
# MgcRacGAP inhibition: MgcRacGAP GTPase-activating activity inhibitors, confirmation, biochemical, ADP Hunter fluorescence; MgcRacGAP-stimulated Rac1 GTP hydrolysis, ADP Hunter fluorescence; higher % means a stronger effect; GST-tagged Rac1 F28L mutant substrate; 340,000 tested, 0.6% active; one-dose inhibition, % at 30 µM; IC50 in µM for titrated hits;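 active = first-screen hits whose inhibition reached a set limit at any dose in the follow-up dose series; inconclusive = inhibition above the set first-screen limit but never retested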;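 note: fluorescence reports GDP produced by GAP-driven GTP hydrolysis; strong numbers were not always called active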
# Myeloid diff 2: myeloid differentiation induction. ER-HoxA9 myeloid progenitors, lysozyme-GFP differentiation, flow cytometry. 360,000 tested, 1% active. calls only at 10 µM;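 active = normalized GFP-positive differentiation at or above the plate's own cutoff, the solvent-only control mean plus 3 SD; inconclusive = no clear call, values can overlap the other calls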;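 note: cells exposed to compound for four days before flow analysis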
# RSV antiviral HEp-2: inhibition of RSV-induced cytopathic effect – HEp-2 cells, primary 10 µM value included (AID 2391); HEp-2 cells, RSV-induced CPE inhibition; higher % means a stronger effect; CPE inhibition, % at 10 µM; hits with a dose series show IC50 in µM; 310,000 tested, 0.13% active; in the data active = a potency from the dose series; inconclusive = CPE inhibition mostly from about 23% at the one dose, without a potency; inactive = the rest, 99 in 100 with CPE inhibition below about 21%; note: strong numbers were not always called active
# WT yeast gro inh: growth inhibition of WT yeast, mitochondrial fusion screen; 190,000 tested, 2.1% active; mitochondrial fusion phenotypic screen, WT strain; inhibition, % at 10 µM; in the data active = inhibition above about 58%; tested in S. cerevisiae
# b-catenin transl: alters nuclear translocation of beta-catenin in HeLa cells | immunofluorescence imaging | nuclear translocation activity, % at 5 µM | 190,000 tested, 0.3% active | AID 1665;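 active = nuclear translocation activity above 50% at 5 µM, with a well cell count of 50 or more; inconclusive = wells under 50 cells across six images, flagged as toxic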;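 note: per-cell ratio of nuclear to cytoplasmic median beta-catenin stain intensity; plate controls were DMSO negative control for no effect and GSK-3 inhibitor IX positive control for full effect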
#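 Technique: fluorescence imaging of beta-catenin antibody stain plus DAPI / Material: human HeLa cell line / Incubation: compound treatment 24 h, 37°C, 5% CO2 / Read-out basis: % activation of per-cell nuclear versus cytoplasmic median beta-catenin signal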
# WT yeast gro inh mutant strain: further read-out of WT yeast gro inh, marked with its call; inhibition, %; mitochondrial fusion phenotypic screen, mutant strain inhibition
# b-catenin transl cell count 5 µM: second read-out of b-catenin transl, no call of its own (marks repeat the call); cell count; measured here: cell count, cytotoxicity flag
# T cell HTS vesicle-bound %: further read-out of T cell HTS, marked with its call; double positive events, %; measured here: CD8+ vesicle-bound cell fraction;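 binding gate set so that unloaded-vesicle control wells show 10% double positive cells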
# Myeloid diff 2 GFP+ MAC1+ %: also measured in Myeloid diff 2; calls as there; GFP+ MAC1+ double positive, %; measured here: differentiation confirmed by MAC1 staining
# * = called active by the depositor; i = inactive; ? = inconclusive; . = no result given.
SMILES,SV40 large T antigen,Salmonella PhoP GFP,T cell HTS,T cell HTS vesicle-bound %,West Nile antiviral,MgcRacGAP inhibition,Myeloid diff 2,Myeloid diff 2 GFP+ MAC1+ %,RSV antiviral HEp-2,WT yeast gro inh,WT yeast gro inh mutant strain,b-catenin transl,b-catenin transl cell count 5 µM
CCN(CC(=O)Nc1ccc(OC)cc1)C(=O)Cc1cccs1,18%,-4%,i,62,.,4%,i,0.8,0.0%,.,.,.,.
COc1c(N2CCN(C(=S)NC3CC4CCC3C4)C(C)C2)c(F)cc2c(=O)c(C(=O)O)cn(C3CC3)c12 (centres undefined),10%,22µM*,i,40,-1.2%,8%,i,0.9,40%,.,.,0.7,1275
Cc1ccccc1C1CC(=O)NC2=C1C(=O)CCC2 (centres undefined),10%,3%,i,2,0.2%,6%,i,1.0,0.0%,-2,-25,.,.
CCCc1nc(SCC(=O)NC2CCCC2)c2ccccc2n1,7%,4%,i,28,0.5%,8%,i,0.7,1.6%,.,.,.,.
Cc1cc(C)c(NC(=O)C2CCCN(S(=O)(=O)c3c(C)noc3/C=C/N(C)C)C2)c(C)c1 (centres undefined),9%,1%,i,8,-0.6%,7%,i,1.3,3.5%,.,.,.,.
Nc1cccc(-n2nnnc2CN2CCOCC2)c1,15%,0%,i,18,0.3%,7%,i,0.2,0.4%,-7,11,0.5,1074
Cc1nonc1C(=O)N/N=C/c1ccc(O)cc1,?,-11%,i,6,0.3%,96µM*,i,0.6,0.9%,-3,14,0.2,1066
COc1ccc(F)cc1C(=O)C1CCCN(Cc2ccc(Sc3nncn3C)o2)C1 (centres undefined),-1%,2%,i,32,-1.6%,1%,i,0.6,-0.2%,5,-12,-0.7,946
Cc1ccc(N/N=C2/CCCNC2=O)cc1,4%,5%,i,45,-0.2%,6%,i,1.1,0.9%,-3,-8,-0.9,1437
CSCC[C@H](NC(=O)NCCc1ccc(F)cc1)C(=O)O,21%,-2%,i,38,0.1%,7%,i,1.1,1.9%,-7,-7,-0.6,1141
Cc1nnc(SCC(=O)N2c3ccccc3C(C)(c3ccc(Cl)cc3)CC2(C)C)s1 (centres undefined),-22%,25%,i,19,-0.8%,2%,i,2.0,21%,69*,10*,-0.7,1074
CCOC(=O)C1CCCN(CC(=O)NC2CC2)C1 (centres undefined),-25%,2%,i,0,-0.1%,13%,i,4.8,0.0%,4,-6,-2.7,901
O=C(Cn1[nH]c(=O)c2ccccc2c1=O)OCC(=O)c1ccccc1,.,.,i,42,.,6%,i,0.7,0.8%,.,.,.,.
Cc1nnc(NC(=O)CCNC(=O)c2ccccc2Cl)s1,12%,-9%,i,33,-0.1%,-8%,i,1.7,0.1%,8,2,-5.4,1105
CCOC(=O)CSc1nc(C)c(Oc2ccc(Cl)cc2Cl)c(=O)[nH]1,16%,.,i,26,0.5%,1%,i,0.3,1.1%,.,.,0.4,1318
COCC(C)NC(=O)/C=C/c1ccc(OC)cc1 (centres undefined),-10%,-1%,i,52,-0.1%,6%,i,0.2,1.3%,-8,0,-1.0,989
COc1ccc(-c2nc(NC(C)=O)sc2-c2ccccc2)cc1,1%,-6%,i,9,-0.9%,6%,i,0.2,9.2%,12,12,0.3,1408
COc1ccc([N+](=O)[O-])cc1NC1C2CC3CC(C2)CC1C3 (centres undefined),-4%,-7%,i,56,2.9%,-44%,i,1.9,-0.2%,-13,-2,1.3,1354
Cc1ccccc1Cn1cc(NC(=O)CSc2nc3c(c(C(F)(F)F)n2)CCc2ccccc2-3)cn1,3%,-9%,i,25,0.9%,12%,i,4.6,0.6%,10,1,.,.
CC(C)NC(=O)c1nn2c(C(F)(F)F)cc(-c3ccco3)nc2c1Cl,11%,-8%,i,32,-0.2%,4%,i,0.1,2.6%,-4,11,0.6,1523
COc1ccc(NC(=O)CSc2nnc(C3CC3)n2C)cc1S(=O)(=O)N1CCOCC1,.,.,i,35,.,4%,i,1.2,0.4%,.,.,.,.
CC(C)(CNC(=O)CCC1CCCC1)CNC(=O)CCC1CCCC1,9%,-4%,i,14,-0.8%,4%,i,0.3,2.8%,.,.,.,.
Cc1oc(-c2ccccc2)nc1CS(=O)CC(=O)O (centres undefined),2%,3%,i,44,0.2%,-5%,i,3.0,2.2%,-14,-1,.,.
C/C(=N\Nc1nc(-c2cc(C)ccc2C)cs1)c1cc2ccccc2oc1=O,15%,-7%,i,25,-0.4%,6%,i,0.3,2.4%,-6,-9,-0.2,1146
Cc1ccc(CN2CCN(/N=C/c3cc(Br)ccc3O)CC2)cc1,2%,-5%,.,.,-0.9%,4%,i,4.6,0.0%,26,50,1.4,1292
CC[C@H](C)[C@H]1O[C@]2(CC[C@@H]1C)C[C@@H]1C[C@@H](CC=C(C)[C@@H](O[C@H]3C[C@H](OC)[C@@H](O[C@H]4C[C@H](OC)[C@@H](O)[C@H](C)O4)[C@H](C)O3)[C@@H](C)C=CC=C3CO[C@@H]4[C@H](O)C(C)=C[C@@H](C(=O)O1)[C@]34O)O2,14%,4%,i,21,.,4%,i,2.3,-3.7%,.,.,.,.
O=C(N=NC(=O)c1ccco1)c1ccc2c(O)n(N3C(=O)c4ccccc4C3=O)c(O)c2c1,8%,1%,i,25,-0.4%,5%,i,0.3,0.4%,-10,-21,0.2,586
CSc1ccccc1NC(=O)c1ccncc1,8%,19%,i,21,-0.3%,3%,i,12,0.3%,-6,-31,0.7,1063
COc1ccc(C(=O)Cn2c(=O)oc3ccc(C)cc32)cc1,-5%,.,i,39,-1.3%,9%,i,0.4,1.5%,.,.,.,.
COc1ccccc1CNc1ccc(N2CCOCC2)c(C(=O)O)c1,19%,2%,i,41,0.1%,11%,i,1.7,-0.8%,2,-2,-0.3,1088
COc1ccc(OCc2ccc(C(=O)N3CCOCC3)cc2)cc1,1%,6%,i,26,0.2%,0%,i,5.4,3.1%,6,4,2.1,1009
Cc1cccc(OCC(=O)Nc2ccccc2N2CCCCC2)c1C,4%,-4%,i,46,.,-3%,i,0.4,12%,.,.,.,.
O=C(NCCc1c[nH]c2ccccc12)Nc1ccccc1,1%,2%,i,38,-0.2%,7%,i,0.8,3.4%,1,6,0.5,1035
Cn1cccc1-c1cc(C(=O)N/N=C/c2cccc(O)c2)[nH]n1,14%,5%,i,49,0.9%,11%,i,0.1,1.6%,-10,6,0.3,1080
Nc1nnc(SCc2ccccc2F)n1-c1ccccc1,2%,12%,i,38,0.3%,0%,i,1.3,5.5%,-18,-24,0.4,1205
O=C(NCCc1ccccc1)C1CCCN(S(=O)(=O)c2cccc3nsnc23)C1 (centres undefined),15%,15%,i,43,-0.6%,2%,i,0.7,1.4%,-9,-16,0.4,1051

# Whole records, looked up by structure. Values in the order: SV40 large T antigen | Salmonella PhoP GFP | T cell HTS | T cell HTS vesicle-bound % | West Nile antiviral | MgcRacGAP inhibition | Myeloid diff 2 | Myeloid diff 2 GFP+ MAC1+ % | RSV antiviral HEp-2 | WT yeast gro inh | WT yeast gro inh mutant strain | b-catenin transl | b-catenin transl cell count 5 µM
# O=C(NCCc1ccccc1)C1CCCN(S(=O)(=O)c2cccc3nsnc23)C1 (centres undefined) is entered as 15% | 15% | i | 43 | -0.6% | 2% | i | 0.7 | 1.4% | -9 | -16 | 0.4 | 1051
# COc1ccc(C(=O)Cn2c(=O)oc3ccc(C)cc32)cc1 is entered as -5% | . | i | 39 | -1.3% | 9% | i | 0.4 | 1.5% | . | . | . | .
# O=C(N=NC(=O)c1ccco1)c1ccc2c(O)n(N3C(=O)c4ccccc4C3=O)c(O)c2c1 is entered as 8% | 1% | i | 25 | -0.4% | 5% | i | 0.3 | 0.4% | -10 | -21 | 0.2 | 586
# COc1ccc(OCc2ccc(C(=O)N3CCOCC3)cc2)cc1 is entered as 1% | 6% | i | 26 | 0.2% | 0% | i | 5.4 | 3.1% | 6 | 4 | 2.1 | 1009
# O=C(NCCc1c[nH]c2ccccc12)Nc1ccccc1 is entered as 1% | 2% | i | 38 | -0.2% | 7% | i | 0.8 | 3.4% | 1 | 6 | 0.5 | 1035

# (next part)
SMILES,SV40 large T antigen,Salmonella PhoP GFP,T cell HTS,T cell HTS vesicle-bound %,West Nile antiviral,MgcRacGAP inhibition,Myeloid diff 2,Myeloid diff 2 GFP+ MAC1+ %,RSV antiviral HEp-2,WT yeast gro inh,WT yeast gro inh mutant strain,b-catenin transl,b-catenin transl cell count 5 µM
COCCCn1c(-c2ccc(OC)cc2)nc2c1c(=O)[nH]c(=O)n2Cc1ccccc1,4%,6%,i,51,0.3%,8%,i,2.8,2.1%,.,.,.,.
COc1cccc(CNC(=O)CC2C(=O)NCCN2CCCc2ccccc2)c1 (centres undefined),5%,14%,i,40,-0.4%,5%,i,0.4,0.6%,.,.,.,.
O=C(Nc1ccccc1O)c1ccc(C(=O)c2ccccc2)o1,7%,-2%,i,61,-1.3%,3%,i,0.7,6.2%,.,.,.,.
Cc1cc(CNC(=O)CC2C(=O)NCCN2Cc2ccc(-c3ccccc3)cc2)nn1C (centres undefined),14%,-2%,i,55,0.6%,11%,i,0.3,-0.1%,-23,6,0.7,1496
COC(=O)c1cccc(Cn2c(Cl)c(/C=N/NC(=O)c3ccccc3Cl)sc2=O)c1,22%,3%,i,39,1.2%,11%,i,0.9,-0.8%,27,16,-0.1,1442
COC(=O)C(C)N(C(=O)c1ccc(Cl)cc1)c1c(C)cccc1C (centres undefined),0%,0%,i,46,0.8%,12%,i,0.7,3.3%,-18,-6,.,.
CCNC(=O)CN(c1ccc(OC)c(OC)c1)S(=O)(=O)c1ccccc1,-1%,-9%,i,14,0.1%,-3%,i,1.0,0.7%,-7,-5,-1.6,1076
CC1=Nc2ncnn2C(c2ccccc2)/C1=N\O (centres undefined),4%,-5%,i,29,1.1%,10%,i,6.4,2.4%,-8,-1,-6.8,975
O=C(C1CCN(C2CCN(Cc3ccc4c(c3)CCO4)CC2)CC1)N1CCOCC1,0%,-5%,i,43,0.1%,4%,?,.,-1.6%,-1,7,0.7,901

# Assay outcomes (PubChem)
